From PubChem BioAssay
ABCB6 inh MLPCN: blocks the human ABCB6 transporter | K562-ABCB6 porphyrin accumulation, flow cytometry, 1 h; hits give low values | fluorescence ratio to DMSO, % at 10 µM | AID 602162 | actives 0.19% (n = 360,000) | Q9NP58;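 active = fluorescence ratio to DMSO below 75%, the collection mean minus 3 SD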;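 note: signal is porphyrin accumulated inside mitochondria; 100% equals median channel fluorescence of DMSO control wells; lower ratio means ABCB6 inhibition with less porphyrin fluorescence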
Granule exo inh: lytic granule exocytosis inhibition; TALL-104 LAMP-1 surface exposure, flow cytometry; cells stimulated with thapsigargin and PMA; inhibition, % at 10 µM; actives 0.66% (n = 360,000);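 active = inhibition above about 55%, limit read from the data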
m5-HT2A agonist: agonists of mouse serotonin 5-HT2A receptor (HTR2A); AID 624169; actives 0.66% (n = 360,000); P35363; activation, % at 7.6 µM; CHO-K1 mHTR2A beta-arrestin complementation, luminescence; percent of 30 µM serotonin response;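 active = activation above a run cutoff, the mean activation of all tested compounds plus 3 SD, cut at about 14% in these data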;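 note: 0% = plate median of compound wells and 100% = 30 µM serotonin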
Target sequence (P35363 whole entry, looked up): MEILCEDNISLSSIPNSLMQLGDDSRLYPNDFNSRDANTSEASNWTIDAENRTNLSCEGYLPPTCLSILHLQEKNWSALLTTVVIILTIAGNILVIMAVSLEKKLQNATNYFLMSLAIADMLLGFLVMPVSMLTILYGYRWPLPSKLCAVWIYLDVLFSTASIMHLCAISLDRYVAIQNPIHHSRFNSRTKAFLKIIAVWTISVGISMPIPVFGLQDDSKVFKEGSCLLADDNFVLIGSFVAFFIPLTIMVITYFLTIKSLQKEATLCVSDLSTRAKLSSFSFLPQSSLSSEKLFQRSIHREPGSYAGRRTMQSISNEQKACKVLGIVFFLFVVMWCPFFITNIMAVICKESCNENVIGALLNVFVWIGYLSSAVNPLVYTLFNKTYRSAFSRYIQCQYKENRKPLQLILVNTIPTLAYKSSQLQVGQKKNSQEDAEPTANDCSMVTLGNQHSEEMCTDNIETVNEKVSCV
Cardio protect: myocardial damage modulation in H9c2 cells. H9c2 cardiomyocytes, H2O2 injury protection, ATPLite, 2 h. protection from H2O2 cell death, % at 20 µM. actives 0.63% (n = 360,000). AID 588492;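 active = compounds giving at least 50% protection of heart cells from peroxide-induced death in the single-dose screen, raw or plate-pattern-corrected value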;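 note: 0% = DMSO wells with peroxide and 100% = DMSO wells without peroxide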
hiPSC survival: enhancers of human iPSC single-cell survival; hiPSC single-cell survival, ATPlite luminescence; 100% = ROCK inhibitor wells, 0% = DMSO; survival enhancement, % at 20 µM; actives 0.044% (n = 360,000); in the data active = survival enhancement above about 18%;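 note: cells exposed to compounds for 16 hours before the ATP read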
MC4R antagonist: human MC4R antagonism in cAMP assay; inhibition, % at 6.5 µM; AID 540295; MC4R-expressing cells, MTII-stimulated cAMP, LANCE TR-FRET; actives 0.48% (n = 360,000);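 active = inhibition above its plate's cutoff, the mean of tested wells on that plate plus 3 SD, cut at about 29% in these data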;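 note: 0% = Melanotan II alone and 100% = Melanotan II plus saturating MCL0020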
Target sequence (P32245 whole entry, looked up): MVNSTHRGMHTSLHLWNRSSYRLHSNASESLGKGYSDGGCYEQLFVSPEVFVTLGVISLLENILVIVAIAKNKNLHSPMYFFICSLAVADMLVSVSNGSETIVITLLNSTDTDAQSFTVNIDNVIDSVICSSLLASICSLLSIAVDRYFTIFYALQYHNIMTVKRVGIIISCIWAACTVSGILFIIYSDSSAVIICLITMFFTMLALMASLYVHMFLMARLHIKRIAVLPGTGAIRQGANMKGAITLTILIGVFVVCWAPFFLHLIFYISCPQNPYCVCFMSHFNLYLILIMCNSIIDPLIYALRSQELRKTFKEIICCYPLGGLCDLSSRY
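system = U2OS cells with stable human MC4R expression | also added = Melanotan II challenge after compound preincubation | dosing = one concentration, 6.5 µM nominal | incubation = compound 30 min, challenge 1 h, detection 1 h | measured by = TR-FRET with Eu-cAMP and labeled anti-cAMP, 671 nm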
Glyco luc inh: blocks N-linked glycosylation in D54 reporter cells. D54 ERlucT glycosylation luciferase reporter, 24 h; percent of 100 nM tunicamycin response. reporter increase, % at 12.5 µM. actives 0.23% (n = 360,000);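 active = mean luciferase reporter signal, scaled so untreated is 0 and the glycosylation-blocking control 100, at or above a set limit in every replicate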;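 note: luciferase carries N-glycosylation sites so blocking glycosylation raises the light; 0% = median of neutral control wells and 100% = median of 100 nM tunicamycin wells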
MC4R ag barr: agonists of human melanocortin 4 receptor (MC4R) beta-arrestin; actives 0.98% (n = 360,000); U2OS MC4R beta-arrestin complementation, luminescence; percent of melanotan II response, DMSO zero; P32245; activation, % at 8.9 µM;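 active = activation above a per-plate cutoff, the mean activation of sample wells on that plate plus 3 SD, cut at about 8% in these data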
ABHD5 PLIN5 PPI: ABHD5-PLIN5 protein interaction inhibition; actives 0.78% (n = 360,000); AID 602281; Q00G26+Q8WTS1; Split G. princeps luciferase complementation, luminescence, 4 h; inhibition, % at 4 µM;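 active = inhibition above the mean inhibition across every tested compound plus 3 SD, cut at about 22% in these data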;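 note: 0% = DMSO only wells and the 100% control is not disclosed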
aDG glyco act: alpha-DG glycosylation activation | actives 0.22% (n = 360,000) | Pro5-aDG cells, alpha-DG glycosylation AlphaScreen (IIH6); 0% Pro5, 100% B10-LARGE cell signal | activation, % at 10 µM;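 active = activation of at least 8% versus controls, or a plate z-score of at least 8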;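 note: Pro5 are CHO cells carrying HIG-tagged alpha-DG that lacks glycosylation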
Numbers without * were called inactive; · = not tested or not shown.

Compound,ABCB6 inh MLPCN,Granule exo inh,m5-HT2A agonist,Cardio protect,hiPSC survival,MC4R antagonist,Glyco luc inh,MC4R ag barr,ABHD5 PLIN5 PPI,aDG glyco act
CC(C)CNc1nc(S(=O)(=O)c2ccccc2)c(Cl)s1,96,-2,-2,-10,0.0,11,-2,-2.3,-8,0.2
CNC(=O)c1c(NC(=O)C(C)C)sc2c1CCC2,93,7,-1,5,-0.5,-4,3,-1.6,1,0.2
COc1cccc(OC2OC3COC(C)(C)OC3C(O)C2NC(C)=O)c1 (stereo not drawn),99,6,-1,1,-0.5,18,1,0.7,-3,0.1
O=C(NCc1ccco1)c1cc(C(=O)C2CC2)c[nH]1,103,-2,-3,5,-0.7,4,0,0.9,-12,0.1
CC(C)(CN1CCN(Cc2ccccc2)CC1)NS(=O)(=O)c1ccccc1,101,-1,0,-12,0.0,10,-2,-0.9,-9,0.2
Cc1ccnc(SCCn2c(N3CCN(C)CC3)nc3c2c(=O)n(C)c(=O)n3C)n1,97,1,8,5,-0.1,2,3,-2.1,7,0.1
CSc1ccn(CCC(=O)O)c(=O)n1,101,-1,0,-8,-0.2,6,0,-1.8,3,-0.1
CCC1([N+](=O)[O-])COC(c2ccc(Cl)cc2)OC1 (stereo not drawn),99,-2,-3,-4,-3.9,2,0,1.1,2,-0.4
CCCC12CN3CC(C)(CN(C1)C31C(=O)Nc3ccc(C)cc31)C2=O (stereo not drawn),95,5,3,2,-0.3,0,1,-2.5,-2,-0.2
Cc1ccccc1NC(=S)N(CCN(C)C)C(C)c1ccco1 (stereo not drawn),104,0,2,4,-0.5,0,1,-2.1,-3,-0.1
O=C1CCCC(O)=C1N=Nc1ccc2c(c1)OCO2,107,-2,-1,-4,-0.5,-24,1,-4.5,3,-0.1
Cc1ccc(-c2nn(-c3ccccc3)cc2C(=O)NCC(c2cccs2)N2CCOCC2)cc1 (stereo not drawn),99,-3,-5,7,-0.5,-5,-3,0.7,-10,0.3
CCCCc1nnc(NC(=O)C2CCN(c3ncnc4sc(C)c(C)c34)CC2)s1,101,-4,4,-5,0.7,16,-1,0.8,-1,-0.1
Cn1nc(NC(=O)C(F)(F)F)c2ncc(-c3ccccc3)nc21,105,-1,1,0,0.8,12,3,0.7,-12,0.0
COc1ccc(-n2nnnc2SC(C)C(N)=O)cc1 (stereo not drawn),79,3,2,6,2.4,-3,2,-2.8,2,0.0
CCOC(=O)c1[nH]c2ccc(C)cc2c1N=CN(CC)CC,95,2,0,15,-1.5,6,1,-1.1,1,0.5
Cc1cccc(NC(=S)NCCc2ccccc2)n1,97,-6,-5,-8,-0.9,11,-1,1.8,-3,1.6
CCc1ccc2cc(C)cc(C)c2n1,102,-4,3,3,-0.7,·,1,·,-4,-0.1
Cc1cc2c(SCc3ccccc3Cl)nc(N)nc2nc1C,130,36,12,-8,-0.3,9,-5,2.0,6,-0.2
O=C(c1ccc2nc[nH]c2c1)N1CCN(S(=O)(=O)c2cccc(Cl)c2)CC1,100,-1,4,8,-0.3,-8,0,-1.0,3,-0.2
Cc1ccc(-n2ncc(C(=O)Nc3cc(Cl)ccc3Cl)c2C2CCNCC2)cc1,109,5,0,14,-1.3,1,-4,-1.1,-3,2.1
COc1ccc(S(=O)(=O)N2CCCC(C(=O)Nc3cccnc3)C2)cc1Cl (stereo not drawn),104,-3,4,-28,3.5,4,-2,0.8,1,1.0
Cc1cc(N/C=C(\C#N)S(=O)(=O)c2ccccc2Cl)nc(C)n1,99,-3,3,-1,-0.5,1,0,-1.4,15,0.0
O=C(NCc1ccco1)c1ccc2c(=O)n(-c3ccccc3)c(=O)n(Cc3cccc(F)c3)c2c1,95,4,-17,2,-1.6,8,-5,0.3,6,0.1
CCOC(=O)C1(CC2CC2)CCN(S(=O)(=O)/C=C/c2ccccc2)CC1,96,-4,-1,-20,-0.6,18,-1,-0.4,2,0.2
CCOC(=O)C1CCN(c2nc3ccccc3nc2C(C#N)C(=O)OC(C)COC)CC1 (stereo not drawn),94,12,3,9,-1.9,5,3,0.6,2,-0.2
COc1cccc(Nc2nc3cc(OC)ccc3cc2C#N)c1,95,-2,-1,2,-0.6,7,3,1.8,-3,0.8
CC(C)(C)c1ccc(C(=O)N2CCC(C(=O)N3CCCCC3)CC2)cc1,97,-9,1,-6,0.7,11,3,-2.7,6,0.1
COCCN1C(=O)N(c2cccc(OC)c2)C(=O)C1CC(=O)Nc1ccc(OC)cc1 (stereo not drawn),96,4,-7,2,-0.4,18,1,-0.6,-5,0.2
O=C(CCN1C(=O)c2cccc3cccc(c23)C1=O)Nc1ccccc1,100,-4,5,-6,0.5,2,3,0.0,-5,0.2
Cc1cc(=O)oc2cc(OCC(=O)NCCCN3CCOCC3)c(Cl)cc12,100,0,2,5,-0.1,10,2,-3.3,3,-0.3
COc1ccccc1N(CC(=O)Nc1cc(C)on1)S(=O)(=O)c1cccc(C(F)(F)F)c1,95,1,1,-8,1.0,8,0,3.8,-3,0.2
O=[N+]([O-])c1ccccc1SNc1ccc(Br)cn1,97,2,2,-6,0.7,12,-3,5.9,-5,-0.4
COCCNC(=O)CS(=O)Cc1nc(-c2ccccc2C)oc1C (stereo not drawn),99,2,0,5,-0.9,8,-1,-0.5,17,0.0
O=C(O)CCCC(=O)Nc1ccc(C(=O)N2CCCCC2)cc1,94,2,0,2,2.0,5,1,-1.5,1,-0.2
CNC(=O)c1cc(S(=O)(=O)N(C)C)ccc1Cl,104,-3,-2,-2,-0.3,19,1,-0.9,-6,0.0
COc1ccc(C(=O)OCCCN(C)C)cc1OC,105,-1,2,8,0.2,12,-2,1.5,4,-0.2
NNC(=S)Nc1c(F)cc(F)cc1Br,95,-4,-5,-3,0.8,10,1,2.2,-12,0.1
COC(=O)c1c(NC(=O)c2ccco2)sc(C)c1C,92,0,4,3,7.2,14,6,5.7,-1,0.4
O=C(NCCc1cccc(F)c1)/C(=C/c1cccnc1)NC(=O)c1ccccc1,104,-10,-5,7,2.5,2,2,-0.4,3,0.1
N#Cc1c(N2C(=O)Nc3ccccc3N2O)sc2c1CCCCCC2,92,-6,1,-3,4.4,2,-2,-2.5,-5,-0.2
COc1cc(C2C(C(=O)N3CCOCC3)=C(C)NC3=C2C(=O)CCC3)ccc1OC(C)=O (stereo not drawn),103,-1,0,0,-2.8,1,3,-0.5,-8,0.0
Cc1ccc(OC(C)C)c(CN(CCO)CCO)c1,92,0,-1,3,3.2,4,1,-0.9,-8,-0.1
Cc1cc(SCC(=O)c2cccs2)nc2c(C)cccc12,101,0,-2,-17,2.6,-2,-2,-0.2,4,0.0
CNS(=O)(=O)c1cn(CC(=O)NCc2ccccc2OC)cc1S(=O)(=O)NC,98,0,-1,13,-0.6,6,1,-0.8,5,0.0
CCOc1cc(/C=N/N=C2/NC(=O)C(CC(=O)O)S2)ccc1OS(=O)(=O)c1ccc(C)cc1 (stereo not drawn),96,0,2,1,3.9,-4,0,-0.2,-3,0.1
Cc1nnc(SCC(=O)NNC(=O)c2ccc(Cl)cc2)s1,94,1,-3,1,-0.6,0,0,-1.2,6,0.0
Cc1ccsc1C(=O)OCC(=O)N(C)C1CCCCC1,96,2,-4,-11,-0.4,9,-13,-4.7,-10,0.3
CCOc1ccc(NC(=O)c2nnn(CC(=O)Nc3ccccc3OC)c2N)cc1,97,-2,3,-17,-3.2,1,1,0.0,-3,0.1
Oc1cccc2cc3cccc(O)c3c(O)c12,100,16,-1,-9,-0.4,5,5,-1.3,-9,-0.3
CCOC1=C2CN(S(=O)(=O)c3ccc(C)cc3)[C@H](c3ccccc3)C[C@@H]2N(S(=O)(=O)c2ccccc2)[C@H](c2ccccc2)C1,98,-2,1,3,2.2,·,-8,·,3,-0.3
Cc1ccc2occ(/C=N/NC(N)=S)c(=O)c2c1,100,2,4,-4,-1.8,17,0,-1.4,0,0.0
N#Cc1ccccc1OCC(=O)NCCNC(=O)COc1ccccc1C#N,97,-1,-2,5,0.7,12,3,-1.6,6,-0.2
O=C(CN1CCCC1)Nc1ccc(NC(=O)Nc2ccccc2)cc1,104,-4,-2,-1,1.1,-1,-2,0.0,3,0.3
Cc1cccc(NC(=O)C2c3ccccc3C(=O)N3CCc4ccccc4C23)n1 (stereo not drawn),103,1,-4,-1,1.1,6,-1,-1.2,-6,-0.1
COc1c(O)cccc1-c1nnn(CCC(=O)OCC(=O)c2ccccc2)n1,98,3,8,8,3.0,5,1,2.4,-8,0.0
CCc1nnc(NC(=O)CSc2nc(C)nc3c2c(=O)n(C)c(=O)n3C)s1,97,-3,-4,1,0.0,13,-1,-2.1,-2,-0.3
CC(C)(C)NC(=O)CSc1ncccc1-c1nc2ccccc2[nH]1,99,-5,-6,-5,-0.2,6,-4,-0.7,-1,0.2
COc1ccc(-c2ccc(SCC(=O)NC3CCCC3)nn2)cc1OC,105,0,2,-4,0.3,11,-1,-1.4,-7,0.2
CS(=O)(=O)N(CC(=O)Nc1ccccc1F)C1CCCCC1,100,1,8,5,-0.5,26,1,-0.7,-9,0.1

Reprinted from the part before: two compounds; new compounds follow.
Compound,ABCB6 inh MLPCN,Granule exo inh,m5-HT2A agonist,Cardio protect,hiPSC survival,MC4R antagonist,Glyco luc inh,MC4R ag barr,ABHD5 PLIN5 PPI,aDG glyco act
COc1ccc(-c2ccc(SCC(=O)NC3CCCC3)nn2)cc1OC,105,0,2,-4,0.3,11,-1,-1.4,-7,0.2
CS(=O)(=O)N(CC(=O)Nc1ccccc1F)C1CCCCC1,100,1,8,5,-0.5,26,1,-0.7,-9,0.1
CCNC(=O)C(CCSC)NS(=O)(=O)c1ccc(C)cc1 (stereo not drawn),95,-2,-1,4,0.0,2,1,-1.1,-2,0.1
Cc1ccc(Cn2c(SCC(=O)N(C)C3CCS(=O)(=O)C3)nc3ccccc3c2=O)cc1 (stereo not drawn),97,4,6,1,-0.4,3,-1,-1.7,-2,0.3
CCCC(=O)Nc1ccc(NC(=O)c2cccc(OC)c2)cn1,104,-2,4,2,-0.2,-5,-1,1.2,8,0.2
O=C1OC(c2ccc(Br)cc2)=N/C1=C\c1ccco1,92,2,-2,2,-0.8,2,0,0.0,5,-0.2
O=C(COC(=O)c1c[nH]c(=O)[nH]c1=O)Nc1cccc([N+](=O)[O-])c1,100,0,11,1,-0.1,5,1,1.1,7,-0.2
NC(=O)C1CCN(c2nc(-c3ccccc3)nc3ccccc23)CC1,94,-1,-3,-2,2.6,0,·,-2.4,7,-0.5
COc1ccc(NC(=O)CSc2n[nH]c(=O)n2C2CC2)cc1OC,102,-4,1,1,-0.5,2,0,1.5,7,-0.2
